MEKK2wt PB1 HTS = raises or lowers MEK5 binding to wildtype human MEKK2 PB1 domain; Q9Y2U5; bead flow cytometry, Alexa488-MEK5 binding to MEKK2 WT; actives lie on both sides; binding response (% of control), % at 10 µM; 1.1% of 290,000 active; AID 1531; in the data active = binding response below about 67% or above about 130%
NALP1 yeast inh = blocks the NALP1 inflammasome reconstituted in yeast; S. cerevisiae NALP1/ASC/caspase-1 growth, X-gal OD620, 72 h; inhibition, % at 10 µM; 0.61% of 280,000 active; AID 2071; in the data active = inhibition mostly above about 24%, no sharp cut-off; inactive = mostly below about 32%; note: some compounds called inactive have numbers as strong as hits
MEKK3 PB1 HTS = MEKK3-MEK5 PB1 interaction, increase or decrease | AID 1529 | binding response (% of control), % at 10 µM | bead-based flow cytometry, Alexa488-MEK5 binding to MEKK3; actives lie on both sides; 0 = blocked by unlabeled MEK5, 100 = vehicle | 1.4% of 290,000 active | Q99759;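 active = binding response more than 3 SD above or below the average of its plate-row segment, actives on both sides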;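 note: Alexa488 bead fluorescence after subtracting the streptavidin-only scavenger bead signal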
Target sequence (Q99759 whole entry, looked up): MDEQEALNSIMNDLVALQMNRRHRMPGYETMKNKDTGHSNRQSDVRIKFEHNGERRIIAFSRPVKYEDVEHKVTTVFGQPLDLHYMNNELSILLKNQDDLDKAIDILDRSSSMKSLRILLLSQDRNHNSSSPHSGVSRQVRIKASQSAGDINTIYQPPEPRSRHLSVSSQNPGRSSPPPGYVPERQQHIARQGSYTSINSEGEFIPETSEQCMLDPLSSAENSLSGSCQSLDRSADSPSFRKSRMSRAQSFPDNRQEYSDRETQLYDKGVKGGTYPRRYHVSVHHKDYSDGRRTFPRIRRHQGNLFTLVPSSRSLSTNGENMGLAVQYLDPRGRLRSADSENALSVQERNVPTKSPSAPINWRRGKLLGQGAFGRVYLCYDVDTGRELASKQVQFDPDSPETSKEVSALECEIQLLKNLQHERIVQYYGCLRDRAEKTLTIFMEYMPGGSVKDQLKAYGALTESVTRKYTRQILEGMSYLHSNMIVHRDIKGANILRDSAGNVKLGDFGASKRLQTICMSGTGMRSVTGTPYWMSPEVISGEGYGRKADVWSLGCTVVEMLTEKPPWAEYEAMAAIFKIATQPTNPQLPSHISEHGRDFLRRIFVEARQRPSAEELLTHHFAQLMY
M18AAP inhibitor = PfM18AAP enzyme inhibition; inhibition, % at 7.35 µM; AID 1822; 1.2% of 290,000 active; recombinant PfM18AAP, H-Glu-NHMec fluorogenic cleavage;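 active = inhibition above the campaign mean inhibition over all tested compounds plus 3 SD, cut at about 28% in these data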;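 note: 0% = plate median of test compound wells and 100% = 2 mM ZnCl2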
SUMO HTRF inh = SUMOylation inhibition. HTRF SUMOylation assay, SAE1/SAE2 + UBC9, in vitro. AID 2006. 0.36% of 290,000 active. P63279. inhibition, % at 35 µM; in the data active = inhibition above about 50%, passing the limit was not always enough; note: strong numbers were not always called active
Target sequence (P63279 whole entry, looked up): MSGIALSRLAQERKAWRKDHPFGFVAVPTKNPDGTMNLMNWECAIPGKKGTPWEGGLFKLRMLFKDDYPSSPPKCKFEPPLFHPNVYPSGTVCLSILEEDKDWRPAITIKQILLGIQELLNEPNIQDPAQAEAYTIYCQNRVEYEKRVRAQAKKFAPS
pCIP destab = lowers stability of the mouse p/CIP coactivator protein; Q05BA5; F442A p/CIP-EGFP cells, EGFP fluorescence, 16 h; decrease of EGFP signal, % at 10 µM; 0.01% of 290,000 active; AID 1984;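 active = EGFP signal decrease of at least 30% at 10 µM or well 3 SD below plate mean, unless failing retest; inactive = the rest, including hits failing retest or dose response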; note: some compounds called inactive have numbers as strong as hits; many of its hits are not listed in these tables
MEKK2mut PB1 HTS = signal of MEK5 binding to mutant human MEKK2 PB1 domain. percent response, % at 10 µM. bead flow cytometry, Alexa488-MEK5 binding to MEKK2 mutant. 0.35% of 290,000 active; in the data active = percent response above about 24%, passing the limit was not always enough; note: inactives centre near 1; some results filed as inactive read as strong as hits; reference of the scale not given here
IDE inh = cellular human IDE inhibition | P14735 | HEK cells, FAbetaB cleavage, fluorescence polarization | inhibition, % at 5.59 µM | 0.41% of 320,000 active | AID 434962;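 active = percent inhibition above the average of all tested compounds plus 3 SD, set per screening campaign, cut at about 16% in these data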;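 note: IDE supplied by intact live HEK cells; FP after avidin binding of uncleaved biotin substrate so inhibition keeps polarization high; 0% = DMSO wells and 100% = 60 µM reference IDE inhibitor Ii1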
IDE act = IDE (human) activation, cell-based. HEK cells, FAbeta-B cleavage, fluorescence polarization; 0% vehicle, 100% cell-free pure enzyme wells. activation, % at 5.96 µM. 0.073% of 340,000 active;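 active = activation above the mean of all tested compounds plus 3 SD, set per screening campaign, cut at about 17% in these data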
Starred values were filed as active, the others as inactive; . = no result given; [ ] = another dose, or the depositor's remark.

SMILES	MEKK2wt PB1 HTS	NALP1 yeast inh	MEKK3 PB1 HTS	M18AAP inhibitor	SUMO HTRF inh	pCIP destab	MEKK2mut PB1 HTS	IDE inh	IDE act
COc1ccc(-c2cc(N3C(=O)Nc4ccccc4N3O)n[nH]2)cc1OC	107	9	123	-2	1	8	1	2	7
COc1ccc(-c2noc(C3CCCN(C(=O)c4ccccc4C)C3)n2)cc1 (stereo not given)	102	5	102	-13	-1	-11	1	.	5
Cc1cccc(NC(=S)N(CCN2CCOCC2)Cc2cc3cc4c(cc3[nH]c2=O)OCCO4)c1	88	6	100	8	13	-7	-10	0	-1
CN(CC1CCCO1)S(=O)(=O)c1ccc(C(=O)Nc2ccc([N+](=O)[O-])cc2)cc1 (stereo not given)	103	22	102	4	13	-8	-2	1	1
NC(=O)NC(CC(=O)NCCCc1ccccc1)c1ccccc1Cl (stereo not given)	96	6	101	1	-24	-1	-2	1	10
COC(=O)C1=CN(Cc2ccc(OC)cc2)C=C(C(=O)OC)C1c1cc(OC)c(OC)c(OC)c1	110	11	108	-2	18	-9	9	-1	-1
COc1cc(C(=O)NCc2cn3cccc(C)c3n2)cc(OC)c1OC	99	-19	96	-2	4	-4	4	-2	5
OC(COc1ccc(Cl)cc1)CSc1ccccn1 (stereo not given)	105	-19	100	0	1	3	2	3	2
COc1ccc(/C=N/NC(=O)c2cccc([N+](=O)[O-])c2)cc1OC	106	-4	106	9	14	-7	9	2	5
Cc1c(Br)c([N+](=O)[O-])nn1CCCC(=O)Nc1c(C)n(C)n(-c2ccccc2)c1=O	106	1	102	9	2	-2	6	-2	-1
NNC(=O)C(=O)Nc1ccc(Cl)c(Cl)c1	97	.	93	-2	-13	-1	-3	-4	.
Cn1ccnc1Sc1ccc(C=O)cc1[N+](=O)[O-]	91	9	74*[inhibitor]	4	10	-9	-2	2	4
Cc1ccc(CN(C#N)c2nc(C)cc(C)n2)cc1	98	-15	99	6	1	8	3	-4	0
Cn1c(SCC(N)=O)nnc1C1CCN(C(=O)NCc2ccccc2)CC1	116	4	109	0	22	-2	10	0	3
O=C(NCc1cccc(Cl)c1)c1ccc(S(=O)(=O)Nc2cccc(C(F)(F)F)c2)cc1	107	.	104	0	-23	-9	-1	-3	0
CCCOc1ccc(C(=O)NCCN2CCOCC2)cc1	106	12	103	2	8	5	4	3	8
O=C(CN(C(=O)c1ccco1)c1cccc(F)c1)NCc1ccc(F)cc1	103	-1	104	-15	3	-17	2	5	4
O=C(C1CCN(S(=O)(=O)c2ccc(Cl)cc2)CC1)N1CCOCC1	102	36	103	-10	-7	-6	4	-2	7
Cc1ccc(-c2ccc(SCC(=O)N3CCN(c4ccccc4)CC3)nn2)cc1	105	12	138*	-2	8	-1	1	1	-3
Cc1ccc(S(=O)(=O)N2CCN(c3ccccn3)CC2)cc1	99	20	101	3	20	1	2	7	.
O=c1oc2ccccc2cc1NCc1ccccc1O	101	15	106	5	-4	-6	1	-1	-6
Nc1nnc(CC(=O)N/N=C\c2cc([N+](=O)[O-])ccc2O)s1	113	25	98	13	-2	1	18	-2	-4
O=C(O)c1ccccc1C(=O)NCCCCCCNC(=O)c1ccccc1C(=O)O	101	10	103	0	4	-4	5	-2	6
COc1ccccc1C(=O)c1nc2ccccc2n1C	110	11	111	-2	7	-6	15	9	0
COCC(=O)Nc1ccc(Nc2ccccc2)cc1	96	16	96	8	-17	4	-1	-2	-1

Marked active in MEKK3 PB1 HTS (from the list above):
SMILES	MEKK2wt PB1 HTS	NALP1 yeast inh	MEKK3 PB1 HTS	M18AAP inhibitor	SUMO HTRF inh	pCIP destab	MEKK2mut PB1 HTS	IDE inh	IDE act
Cn1ccnc1Sc1ccc(C=O)cc1[N+](=O)[O-]	91	9	74*[inhibitor]	4	10	-9	-2	2	4
Cc1ccc(-c2ccc(SCC(=O)N3CCN(c4ccccc4)CC3)nn2)cc1	105	12	138*	-2	8	-1	1	1	-3

(more compounds)
SMILES	MEKK2wt PB1 HTS	NALP1 yeast inh	MEKK3 PB1 HTS	M18AAP inhibitor	SUMO HTRF inh	pCIP destab	MEKK2mut PB1 HTS	IDE inh	IDE act
O=C(O)C1CCCCC1C(=O)NC1C2CC3CC(C2)CC1C3 (stereo not given)	100	22	94	-17	14	-9	-1	0	-5
Cc1cc(C(=O)COC(=O)C2=NNC(=O)CC2)c(C)n1CCc1ccccc1	101	11	107	-1	34	-7	-2	5	0
O=C(N/N=C/c1ccc(O)c(O)c1)c1cccc(S(=O)(=O)N2CCCCC2)c1	90	-22	88	56*	5	8	-4	4	2
Cc1ccc(S(=O)(=O)c2cc3c(=O)n4ccccc4nc3n(C3CCCCC3)c2=N)cc1	92	18	97	-9	2	-21	-7	0	5
C#CCn1ccc(O)c(Cc2c(F)cccc2Cl)c1=O	102	-6	101	4	-6	-6	4	-1	-7
O=C(NC(=S)Nc1nc(-c2ccc(Br)cc2)cs1)c1ccco1	92	25	100	6	16	15	-3	-4	0
COc1ccc(-n2c(=O)c3c4c(sc3n(CC(N)=O)c2=O)CCCCC4)cc1	99	.	103	1	15	4	3	7	-1
Cc1ccc(S(=O)(=O)Oc2ccc(/C=N/NC(=O)c3nn(C)cc3Cl)cc2)cc1	100	-4	96	-2	-38	38	1	1	2
Cc1cc([N+](=O)[O-])cc2c1NC(=O)C2(O)N1CCCCCC1 (stereo not given)	118	3	163*	2	-9	3	2	-3	1
CCOc1ccc(C2C(C(=O)c3ccco3)=C(O)C(=O)N2CCCn2ccnc2)cc1OC (stereo not given)	102	22	103	8	.	1	-1	0	3
CCOC(=O)Nc1cc(NC(=O)OCC)c(C)nc1C	101	11	99	-3	4	0	-7	3	4
COc1ccc(-c2nnc(SC3CCOC3=O)n2C2CCCCC2)cc1OC (stereo not given)	96	17	98	-9	11	-2	0	1	1
O=C(O)c1[nH]c2ccccc2c1C(c1ccccc1)c1c(C(=O)O)[nH]c2ccccc12	96	-3	93	1	5	-4	0	5	-1
CC(=O)Oc1ccc(-c2csc(Nc3ccc(Cl)cn3)n2)cc1	104	0	106	3	-1	1	3	0	0
COc1ccc(NC(=O)Cc2ccccc2)cc1	87	-8	113	4	28	0	3	-7	6
CC(C)NC(=O)c1ccc2c3n(nc2c1)-c1ccccc1CO3	104	13	91	.	15	7	6	5	2
Cc1ccnc(N2C(=O)c3ccccc3C2Nc2cccc(C)c2C)c1 (stereo not given)	104	11	99	9	14	-18	4	4	3
Clc1ccc(-c2cn3cccnc3n2)cc1Cl	109	5	104	-9	21	-14	7	6	0
COC(=O)C1=NNC(C(=O)c2ccco2)C1c1ccc(OC)cc1 (stereo not given)	88	2	96	2	22	-6	-6	3	1
CCSc1nnc(NC(=O)COc2cccc3ccccc23)s1	101	0	103	5	21	0	5	-1	1
O=C(Cc1c(O)c2ccccc2[nH]c1=O)NCc1ccccc1	110	-3	105	5	17	8	2	3	-3
CC(C)c1ccc(CNc2ccc(N3CCOCC3)cc2)cc1	106	2	106	8	-2	-28	2	-1	0
Fc1ccc2c(c1)C1OCCCC1C(c1ccccc1)N2 (stereo not given)	95	25	98	9	-6	-13	-1	1	2
CCn1c(=O)c2ccccc2n(CC(=O)NC2CCCCC2)c1=O	93	29	102	3	1	4	-8	6	8
CSc1cccc(NC(=O)Cc2ccccc2[N+](=O)[O-])c1	98	14	97	-9	22	-2	-2	2	-1
Later entries
SMILES	MEKK2wt PB1 HTS	NALP1 yeast inh	MEKK3 PB1 HTS	M18AAP inhibitor	SUMO HTRF inh	pCIP destab	MEKK2mut PB1 HTS	IDE inh	IDE act
O=C(CCN1C(=O)C2C3CCC(C3)C2C1=O)OCC(=O)c1ccccc1 (stereo not given)	108	8	104	-1	0	-17	7	.	3
Cc1cc(-c2n[nH]c(=S)n2/N=C/C(Br)=C/c2ccccc2)n[nH]1	96	15	103	13	1	-4	-2	0	4
O=C(Nc1ccc2oc(-c3ccccc3F)nc2c1)c1ccc([N+](=O)[O-])o1	110	25	109	-9	48	-11	9	.	0
CCN(CC(=O)NC1CCCC1)S(=O)(=O)c1ccc(C)cc1	106	8	111	-10	3	-4	9	2	6
COc1ccc([N+](=O)[O-])cc1NC(=O)C(C)OC(=O)c1ccccn1 (stereo not given)	99	-7	108	-15	12	-9	-1	1	5
O=C(O)C1Cc2ccccc2CN1C(=O)COc1ccc(Br)cc1 (stereo not given)	99	23	100	1	0	2	-5	4	0
Cc1ccccc1-c1ocnc1C(=O)Nc1ccccc1NC(=O)c1ccccn1	87	9	90	20	3	3	-12	1	-2
CC(C)(C)[C@]1(O)CCN2C[C@H]3c4ccccc4CCc4cccc(c43)[C@@H]2C1	107	17	82	3	-15	-6	6	-1	1
CCN(CC)CCCNC(=O)CNC(=S)N(CCCN1CCOCC1)Cc1cccs1	97	10	101	-14	12	-8	-5	2	1
COC(=O)c1ccc(CN2C(=O)NC(CC(C)C)C2=O)cc1 (stereo not given)	97	21	110	-4	3	6	-7	-7	2
CCN1CCN(c2cc(C)c3cc(NC(=S)NCCCOC)ccc3n2)CC1	120	4	104	1	-7	4	9	-7	0
COc1ccc(N(C)S(=O)(=O)c2c(C)noc2C)c(OC)c1	95	2	103	4	13	-9	-1	4	6
C/C(=N\NC(=O)CN(c1ccccc1Br)S(C)(=O)=O)c1ccc2c(c1)OCCO2	103	32	103	-4	-2	-8	0	7	-1
CC(C)c1cc(NC(=O)CSc2nnc(-c3ccccc3F)n2C)on1	96	-2	91	-11	10	-11	-9	-2	-6
Cc1c(NS(=O)(=O)c2ccc(N3CCCCC3)c([N+](=O)[O-])c2)c(=O)n(-c2ccccc2)n1C	103	20	100	-1	3	-2	-2	5	2
O=C(CS(=O)(=O)Cc1ccccc1)Nc1ccc(Cl)cn1	95	13	108	2	6	2	-1	6	6
c1ccc(N(c2ccccc2)c2nc(N3CCCC3)nc(-n3ccnc3)n2)cc1	.	3	.	2	21	-14	.	1	1
CCC(C)(C)n1nnnc1C(c1cccs1)N1CCc2ccccc21 (stereo not given)	98	18	103	0	36	-10	0	-3	0
COc1ccccc1N1CCN(C(=O)c2ccc(S(=O)(=O)N3CCCCCC3)cc2)CC1	93	9	93	2	0	-7	-4	1	1
COc1ccc(Cl)cc1/C=C(\C#N)C(N)=O	85	0	101	-2	20	-6	-12	2	3
COc1ccc(S(=O)(=O)NC(C)C(=O)NCCN2CCOCC2)cc1Cl (stereo not given)	93	2	103	-3	9	6	-4	-1	2
CCc1cc(=O)oc2c(C)c(OC(C)C(=O)NC3CC(C)(C)NC(C)(C)C3)ccc12 (stereo not given)	96	32	92	-18	14	-6	-9	-2	0
CNC(=S)N1CCN(C(=O)c2ccco2)CC1	99	13	99	-2	25	0	0	0	2
CC(=O)NCC1CCN(C(=O)C2CCC(=O)N(CCc3cccc(F)c3)C2)CC1 (stereo not given)	100	5	98	2	4	4	2	-5	6
CCOC(=O)c1c(NC(=O)Cc2cccs2)sc2c1CCCC2	99	29	101	-13	28	-7	3	-1	-6
COc1ccc(CNC(=O)COC(=O)c2ccco2)cc1	92	12	100	-5	18	-6	-7	5	3
COc1ccc(NC(=O)C2CCN(c3cc(-c4ccccc4)nc4ncnn34)CC2)cc1OC	115	17	116	3	19	4	8	8	4
NC(=O)C1CCN(c2ncnc3c(-c4ccccc4)nsc23)CC1	110	35	108	0	21	-3	3	1	-1
O=C(CN1CCN(S(=O)(=O)N2CCCCCC2)CC1)Nc1ccc(F)cc1	97	15	102	-15	10	-18	6	-10	0

Just MEKK2wt PB1 HTS, M18AAP inhibitor and NALP1 yeast inh, for 2 of the compounds above:
SMILES | MEKK2wt PB1 HTS | M18AAP inhibitor | NALP1 yeast inh
CCN(CC(=O)NC1CCCC1)S(=O)(=O)c1ccc(C)cc1 | 106 | -10 | 8
COc1ccc([N+](=O)[O-])cc1NC(=O)C(C)OC(=O)c1ccccn1 (stereo not given) | 99 | -15 | -7

Assay outcomes deposited in PubChem by several laboratories.

This is a subset; the hit share may differ from the screen's.
